PriA SSB inh = blocks PriA binding to SSB C-terminal tail | AlphaScreen SSBct-PriA binding, biotinylated peptide | 430,000 tested, 0.6% active | inhibition, % at 33 µM; in the data active = inhibition mostly above about 37%, no sharp cut-off; inactive = mostly below about 20%;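 also: plate controls were negative control peptide for no effect and reference peptide for full effect; strong numbers were not always called active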
An asterisk follows results filed as active; & = joins results of further samples. These rows are one share of the data, so the mix of outcomes need not match the whole.

SMILES | PriA SSB inh
O=S(=O)(c1cccnc1)N1CCN(c2ccc(-c3ccncc3)nn2)CC1 | -6.0
O=C(CSc1ccccc1)N(Cc1ccccn1)c1nc2c(F)cccc2s1 | -5.0
O=C(c1cccn(Cc2cccc([N+](=O)[O-])c2)c1=O)N1CCCc2ccccc21 | 10.0
O=C(CC1CCCCN1S(=O)(=O)c1ccc(F)cc1)NC1CCCC1 (stereo unspecified) | 13.0
COCCn1c(=NC(=O)c2ccc(S(=O)(=O)N3CC(C)OC(C)C3)cc2)sc2c3ccccc3ccc21 (stereo unspecified) | -7.0
O=C(COC(=O)c1cccc(I)c1)c1ccc([N+](=O)[O-])cc1 | 38.0*
Cc1cc(C(=O)N2CCC(Oc3ccc(C(F)(F)F)cn3)CC2)c(C)o1 | -14.0
CSCC(C)(O)CNC(=O)COc1ccc(Cl)cc1Cl (stereo unspecified) | -11.0
Cn1cc(-c2cccs2)nc1CCNC(=O)C1CCC1 | -19.0
O=C(NCc1ccsc1)C(=O)Nc1ccc(F)c(Cl)c1 | 0.0
Cc1cc([N+](=O)[O-])c(C)cc1-c1ccc(C=NNC(=O)c2cccnc2)o1 | 9.9
O=C(Nc1ccccc1F)N1CCC(CSc2ccccn2)CC1 | 3.0
Cc1cc(NC(=O)c2cc(-c3cc[nH]c3)n[nH]2)ccc1Br | 22.0
Cn1c(C(F)(F)F)nn(CCNS(=O)(=O)C2CC2)c1=O | -7.0
Cc1ccc(Cl)cc1N1CCN(C(=O)c2cccc(Oc3ccccn3)c2)CC1 | 7.0
COc1ccccc1OCC#CCNC(=O)C1(c2cccs2)CCCC1 | 8.0
O=C(NCc1ccc2[nH]c3c(c2c1)CCCC3)c1cc2ccccc2oc1=O | 18.0
CS(=O)(=O)c1ccc(-c2ccc(NC(=O)c3cc4cc(Br)ccc4oc3=O)cc2)nn1 | 6.0
CC(C)C(=O)Nc1ccc(S(=O)(=O)Nc2ccc3c(c2)CCCN3C(=O)c2ccccc2)cc1 | -5.0
COc1ccc(OC)c2sc(N(Cc3ccccc3)C(=O)CCS(=O)(=O)c3ccccc3)nc12 | -5.0
COC(=O)c1ccccc1NC(=O)Cn1c(=O)c(CNc2ccccc2)cc2ccc(OC)cc21 | 5.0
Cc1nc(CC(=O)Nc2cccc(Cl)c2)sc1C(=O)NCc1ccc(F)cc1 | 3.0
O=C(c1cc(-c2ccc(F)cc2)c[nH]1)N1CC(N2C(=O)C3CC=CCC3C2=O)C1 (stereo unspecified) | -15.0
CC=NNC(=O)CCNC(=O)c1ccccc1 | 4.2
CCn1nc(C(=O)Nc2sc3c(c2C(=O)OC)CCC(C)C3)cc1C (stereo unspecified) | -7.0

Reprinted from the part before: five entries, then new ones.
SMILES | PriA SSB inh
COC(=O)c1ccccc1NC(=O)Cn1c(=O)c(CNc2ccccc2)cc2ccc(OC)cc21 | 5.0
Cc1nc(CC(=O)Nc2cccc(Cl)c2)sc1C(=O)NCc1ccc(F)cc1 | 3.0
O=C(c1cc(-c2ccc(F)cc2)c[nH]1)N1CC(N2C(=O)C3CC=CCC3C2=O)C1 (stereo unspecified) | -15.0
CC=NNC(=O)CCNC(=O)c1ccccc1 | 4.2
CCn1nc(C(=O)Nc2sc3c(c2C(=O)OC)CCC(C)C3)cc1C (stereo unspecified) | -7.0
O=C(Cn1cnc2ccccc21)NCCn1nc(-n2cccn2)ccc1=O | -1.0
O=C(Nc1ccncc1)c1ccc(=O)n(Cc2ccccc2Cl)c1 | 3.0
CNC(=S)NN=Cc1c(C)nn(-c2cccc(Cl)c2)c1Cl | -5.5
O=C(NN=C1CCSC1)c1cc(Br)ccc1O | 12.9
CCn1ccc(C(=O)Nc2cccc3c2C(=O)NC3=O)n1 | 6.0
CCN(CC)c1ccc(C=NNC(=O)c2ccc(Br)o2)cc1 | 2.9
N#Cc1ccc(C=NNC(=O)c2cc(-c3cccs3)nc3ccccc23)cc1 | -9.2
O=C1NC(=S)/C(=C/c2cc(Br)ccc2O)S1 | 25.0
COCC(=O)NN=C(C)CC(=O)Nc1ccccc1C(N)=O | -14.3
CCC(C)NC(=O)c1ccc2c(=O)n(C)c3nnc(SCC(=O)Nc4ccc(C)c(F)c4)n3c2c1 (stereo unspecified) | 0.0
Cc1ccc2nc(-c3ccc(NC(=O)c4cccn(OCc5ccc(F)cc5)c4=O)cc3)sc2c1 | -4.0
CN(C)[C@@H](CNC(=O)Cc1ccc(-c2ccccc2)cc1)c1cccs1 | -6.0
O=C1CCc2cc(S(=O)(=O)N3CCC(n4ccnn4)CC3)cc3c2N1CC3 | -18.0
COc1ccccc1-c1ccc(N2CCC(NC(=O)c3ccnn3C)CC2)nn1 | -8.0
COc1ccc(-c2cc(=O)n(CC(=O)Nc3ccc(F)cc3)cn2)cc1 | -14.0
O=C(NCC[C@H](O)c1ccccc1)C(=O)Nc1ccc(F)cc1F | -13.0
COc1ccc(Cl)cc1NC(=O)CSc1ncc(-c2cccc(Cl)c2)o1 | -14.0
CCOc1ccc(NS(=O)(=O)c2cccc(OC)c2)cc1 | 0.0
O=C(/C=C/c1ccco1)c1c(-c2ccccc2)c2cc(Cl)ccc2[nH]c1=O | 7.0
O=C(c1ccc(Br)o1)N1CCSC(c2ccccc2F)CC1 (stereo unspecified) | 23.0
CS(=O)(=O)c1ccccc1C(=O)Nc1cccc2c1C(=O)NC2=O | -18.0
CC1Cc2ccccc2N1C(=O)COc1cccc(Oc2ccccc2)c1 (stereo unspecified) | -55.0&-11.0
Cc1[nH]n(-c2ccccc2)c(=O)c1C=NNC(=O)c1ccc(O)cc1O | 5.6
COc1ccc(CC(=O)N2C[C@H]3C[C@H](C2)c2cccc(=O)n2C3)cc1 | -9.8
CSc1ccccc1C(=O)NCc1ccnc(-c2ccsc2)c1 | -8.0

Of the compounds above, 6 contain bromine.
SMILES | PriA SSB inh
Cc1cc(NC(=O)c2cc(-c3cc[nH]c3)n[nH]2)ccc1Br | 22.0
CS(=O)(=O)c1ccc(-c2ccc(NC(=O)c3cc4cc(Br)ccc4oc3=O)cc2)nn1 | 6.0
O=C(NN=C1CCSC1)c1cc(Br)ccc1O | 12.9
CCN(CC)c1ccc(C=NNC(=O)c2ccc(Br)o2)cc1 | 2.9
O=C1NC(=S)/C(=C/c2cc(Br)ccc2O)S1 | 25.0
O=C(c1ccc(Br)o1)N1CCSC(c2ccccc2F)CC1 (stereo unspecified) | 23.0

Other structures.
SMILES | PriA SSB inh
O=C(NN=Cc1ccc(OC(=O)c2ccco2)cc1)c1ccc(Cl)cc1 | -13.6
COc1ccc(OC)c(/C=C/C(=O)Nc2cc(OC)ccc2OC)c1 | 18.0
COC(=O)N1CCC(CNS(=O)(=O)CC23CCC(CC2=O)C3(C)C)CC1 (stereo unspecified) | -6.0
COc1ccccc1NC(=O)NCC(C)(OC)c1ccccc1F (stereo unspecified) | -6.0
O=C(Nc1ccccc1)Nc1ccc(Cc2ccncc2)cc1 | 11.0
Cc1cc(C)c2sc(NC(=O)C3CCN(S(C)(=O)=O)CC3)nc2c1 | -12.0
O=c1[nH]c(O)c(C=C2C=Nc3ccccc32)[nH]1 | 1.1
O=C(NCc1ccncc1)c1csc(Nc2ccccc2)n1 | -17.0&-16.0
CCOC(=O)N1CCN(C(=O)CCc2csc(NC(=O)c3ccc(Cl)cc3)n2)CC1 | -12.0
COc1ccccc1NC(=O)Nc1ccccc1-c1ccc(=O)[nH]n1 | -15.0
CCOC(=O)c1sc(NC(=O)c2coc3ccccc3c2=O)c(SC#N)c1C | 5.0
CC(C)Oc1ccc(C(=O)Nc2ccc3c(c2)CN(C(=O)C(C)C)CC3)cc1 | 9.0
O=C(CCc1csc(NC(=O)c2ccccc2)n1)Nc1nccs1 | -9.0
CCn1ccc(C(=O)N2CCN(c3nc4ccc(SC)cc4s3)CC2)n1 | -1.0
O=C(CCc1csc(NC(=O)NC2CCCCC2)n1)NCc1ccccc1Cl | -12.0
COC(=O)c1ccc(C(=O)Nc2sccc2-c2nc(C)no2)cc1 | 1.0
O=C(c1c[nH]c2ccccc12)N1Cc2cnc(N3CCOCC3)nc2C1 | -10.0
COC1CCN(c2ccc(C(=O)NCc3nnc(C)o3)cc2)C1 (stereo unspecified) | 1.0
CC(C)c1nc(-c2ccc(N3CCN(C(=O)c4cc(-c5cccs5)[nH]n4)CC3)nc2)no1 | 16.0
COC(=O)c1sccc1S(=O)(=O)NCC1(Sc2ccccc2)CCOCC1 | 7.0
Cc1nnsc1C(=O)Nc1cc(-n2ccc3ccccc32)ncn1 | -37.0
COC1CCN(c2ccc(C(=O)N3CCC(C#N)(c4ccccc4)CC3)cc2)C1 (stereo unspecified) | -3.0
CC(=O)N1CC(C(=O)NC2CCCC2)C1 | -9.0
O=C(Cc1cccs1)NCCn1ncc2c(N3CCCC3)ncnc21 | 3.0
O=Cc1ccc(Sc2cccc3cccnc23)o1 | 104.0*

(list continues)
SMILES | PriA SSB inh
O=C(CSc1nnc(-c2ccccc2)o1)c1ccc(Cl)c(Cl)c1 | -3.0
Cc1ccc(N2CCCS2(=O)=O)cc1NC(=O)C(=O)NCCc1ccccc1 | -6.0
Clc1ccc(-c2nc(C=Nc3ccccc3)c3ccccn23)cc1 | -2.0
COc1ccc(-c2csc3c(=O)[nH]cnc23)cc1OC | -3.0
CC(C)c1ccc(OCC(O)CN2CCCCC2)cc1 (stereo unspecified) | -9.0
O=C(c1cc(N2CCCC2)ncn1)N1CCN(S(=O)(=O)C2CC2)CC1 | -13.0
COc1ccc2ccccc2c1C=Nn1c(C)cc(C)c(C(N)=O)c1=O | -2.6
O=c1c2cnn(CCO)c2ncn1Cc1cccc([N+](=O)[O-])c1 | -12.0
O=S(=O)(Cc1ccccc1)N1CCN(c2ccc(-c3ccc4c(c3)OCO4)nn2)CC1 | -10.0
O=C(NCc1ccsc1)c1ccc(F)c(F)c1 | -19.0
O=C(Cn1nc(-c2cccs2)c2sc(N3CCCC3)nc2c1=O)Nc1cccc(F)c1 | -8.0
C=CCN(CC=C)S(=O)(=O)c1ccc(C(=O)N2CCc3ccccc32)cc1 | -12.0
O=C(CN1C(=O)c2ccccc2C1=O)Nc1ccc2c(c1)CCCN2S(=O)(=O)c1cccs1 | -10.0&13.0
CCN1CCN(c2nc3ccc(OC(=O)c4ccc(S(=O)(=O)N5CCCC(C)C5)cc4)cc3s2)CC1 (stereo unspecified) | -7.0
Cn1cccc1C=NNC(=O)C1COc2ccccc2O1 (stereo unspecified) | 0.1
O=S(=O)(Nc1nc2ccccc2nc1NCCC1=CCCCC1)c1cccs1 | 2.0&-27.0
COc1ccc(N(CC(=O)NN=Cc2cccc3c2OCCO3)S(=O)(=O)c2ccc(NC(C)=O)cc2)cc1 | -5.9
CS(=O)(=O)C1CCN(C(=O)CN2C(=O)CCC2=O)C1 (stereo unspecified) | 19.0
CCC(=O)N1CCc2ccc(NC(=O)c3ccc(OC)cc3OC)cc2C1 | -10.0
CN(N=Cc1ccncc1)c1cnn(-c2ccc(F)c(Cl)c2)c(=O)c1Cl | -23.9
Cc1n[nH]c(C)c1CCC(=O)N1CCSC(c2ccccc2Cl)CC1 (stereo unspecified) | 0.0
CC(=O)N1CCN(c2ccnc3c2c(=O)n(Cc2ccc(Cl)cc2)c(=O)n3C)CC1 | 12.0
COc1cc(C=NNC(=O)c2cc(-c3ccccc3C)nc3ccccc23)cc(OC)c1O | -2.2
O=C(CN1CCCC(c2nc3ccccc3[nH]2)C1)Nc1ccc(Br)cc1 (stereo unspecified) | -1.0
O=C(NCCc1ccccc1)C1CCN(C(=O)c2n[nH]c3ccccc23)CC1 | -4.0

Next section.
SMILES | PriA SSB inh
O=C(NCC1(c2cccs2)CCCC1)Nc1ccccc1C(F)(F)F | -8.0
O=C(Nc1ccncc1)c1n[nH]nc1-c1ccc(F)cc1 | -15.0
Cn1nc(-c2ccccc2)cc1C(=O)N1CCC(Oc2ncccc2Cl)CC1 | 10.0
O=C(COc1ccc(Cl)cc1Cl)Nc1ncnc2c1CCC2 | -9.0
CCOc1ccc2nc(NC(=O)CCc3csc(NS(=O)(=O)c4ccccc4)n3)sc2c1 | -5.0
CCOC(CNC(=O)NC1CC(=O)N(c2ccc(OC)c(OC)c2)C1)OCC (stereo unspecified) | -16.0
COc1cc(C=NNC(=O)COc2c(C)cc([N+](=O)[O-])cc2C)ccc1OC(=O)c1ccccc1 | 10.7
CCNC(=O)CC1CSc2nc3c(cnn3-c3ccccc3)c(=O)n21 (stereo unspecified) | 8.0
CC(=O)c1ccc(S(=O)(=O)NCCOc2cc(C)cc(C)c2)cc1 | 4.0
CN(C)C(CNC(=O)COc1ccccc1F)c1cccc2ccccc12 (stereo unspecified) | 9.0
Cc1cc(C)n(-c2ccc(N3CCN(C(=O)c4ccccc4C(F)(F)F)CC3)nn2)n1 | -8.0
CCOc1ccc(-n2ccnc2SCC(=O)Nc2ccc(OC)cc2OC)cc1 | 5.0
O=C(CSc1nc2sc3c(c2c(=O)n1-c1ccccc1)CCC3)NCC1CCCO1 (stereo unspecified) | -1.0
CC(=NNC(=O)c1ccccc1)c1ccc(NC(=O)c2cccs2)cc1 | 5.9
O=C(Nc1c[nH]c(=O)[nH]c1=O)[C@H]1CCCN(c2cc(-n3ccc4ccccc43)ncn2)C1 | 4.0
O=C(Nc1ccccc1-c1nc2ccccc2o1)C1CCCCC1 | -2.0&-2.0
Cc1c(C=NNC(=O)C(C)(C)Oc2ccc(Cl)cc2)cnn1C | -9.2
O=C(N1CCOCC1)N1CCS[C@H](c2ccccc2Cl)CC1 | -8.0
O=C(/C=C\c1cn(-c2ccccc2)nc1-c1cccc([N+](=O)[O-])c1)Nc1ccccc1 | 17.0
Cc1cc(CNC(=O)Cc2ccsc2)c(C)o1 | -25.0
CCOC(=O)C1CCN(c2c(C#N)cnc3ccccc23)CC1 | -18.0&-17.0
Cc1ccc(NC(=O)COc2cc(C)nc(-c3ccc(F)cc3)n2)c(Br)c1 | -18.0
Cc1cnc(C(=O)N2CCC(N3CCC[C@@H]3COCc3ccccc3)CC2)cn1 | 4.0
Cc1nc2c([nH]1)CC(C(=O)NCCCN1CCOCC1)CC2 (stereo unspecified) | 4.0
Cc1cc(C)c(S(=O)(=O)N2CCN(CCN3C(=O)c4cccc5cccc(c45)C3=O)CC2)c(C)c1 | 6.0
COc1ccc(S(=O)(=O)NC[C@H](O)c2ccc(C)o2)c(C)c1 | -4.0

Screening results (PubChem)
